CF NFkB block: blocks PAF-induced NF-kB reporter in cystic fibrosis cells; KKLEB NF-kB-GFP reporter, GFP fluorescence overnight; inhibition, % at 5 µM; hit rate 0.86% among 360,000; AID 588850;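 active = at least 50% inhibition at 5 µM, scaled per plate between neutral and stimulator controls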;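 also: PAF is a Pseudomonas aeruginosa culture filtrate used as stimulus; plate controls were PAF-stimulated DMSO wells for no effect and unstimulated DMSO wells for full effect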
Peg3 promoter: Peg3 promoter activity inhibition | HeLa PEG-Prom luciferase reporter, luminescence, overnight | inhibition, % at 20 µM | hit rate 1.7% among 360,000;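 active = inhibition of at least 50% at 20 µM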
NR2E3 ag-1: activates human NR2E3 receptor | Q9Y5X4 | CHO-S Gal4-NCOR/VP16-NR2E3 two-hybrid, luciferase | inhibition of corepressor binding, % at 3.98 µM | hit rate 0.35% among 360,000 | AID 602229;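 active = inhibition above the mean of all tested compounds plus 3 SD, cut at about 70% in these data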;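 also: 0% = DMSO with NR2E3 transfected cells and 100% = cells lacking NR2E3 construct; higher means lower luciferase signal from less NR2E3 corepressor binding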
Target sequence (Q9Y5X4 whole entry, looked up, the tested form may be a part): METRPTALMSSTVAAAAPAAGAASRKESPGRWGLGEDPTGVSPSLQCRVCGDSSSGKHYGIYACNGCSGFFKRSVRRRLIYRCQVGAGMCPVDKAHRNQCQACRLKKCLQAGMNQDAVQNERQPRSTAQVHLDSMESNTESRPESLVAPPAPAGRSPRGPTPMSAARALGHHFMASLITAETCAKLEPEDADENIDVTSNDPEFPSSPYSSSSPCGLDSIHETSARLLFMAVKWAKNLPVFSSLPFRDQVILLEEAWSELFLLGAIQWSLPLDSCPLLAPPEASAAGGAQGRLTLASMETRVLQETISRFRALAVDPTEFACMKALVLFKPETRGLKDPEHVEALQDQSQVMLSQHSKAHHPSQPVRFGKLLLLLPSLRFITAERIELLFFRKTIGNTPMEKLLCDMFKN
KKLEB cytotox: counter-screen for CF NF-kB inhibitors: cytotoxicity; KKLEB CF airway cells viability, ATPlite luminescence, overnight; active compounds read low; cells stimulated with P. aeruginosa culture filtrate; activity change (cytotoxicity), % at 5 µM; hit rate 0.36% among 360,000; AID 602141;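 active = corrected activity change at or below -50% at 5 µM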
EBV LMP1 NFkB: Epstein-Barr LMP1 NF-kappaB reporter inhibition; AID 504558; hit rate 0.69% among 350,000; LMP1-induced NF-kappaB luciferase reporter cells, luminescence; inhibition, % at 12.5 µM; in the data active = inhibition above about 41%;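 also: 0% = neutral control wells and 100% = reference inhibitor control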
HIF-2a block: HIF-2a inhibition. 786-0 RCC cells HIF-2a reporter, luciferase luminescence, overnight. AID 624352. inhibition, % at 18.8 µM. hit rate 0.72% among 360,000;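 active = inhibition of the luminescence signal of 40% or more relative to plate controls, in a single-dose primary screen at 18.75 µM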
NR2E3 ag-2: agonists of human nuclear receptor NR2E3; inhibition of corepressor binding, % at 4.78 µM; AID 2300; hit rate 0.12% among 320,000; GST-NR2E3/biotin-RetCOR TR-FRET, 1536-well;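 active = percent inhibition above the cutoff of mean plus 3 SD of all tested compounds, set per screening campaign, cut at about 20% in these data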;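 also: 0% = DMSO wells and 100% = biotin wells as full block of FRET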
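Test system: GST-NR2E3 and biotin-RetCOR proteins | Quantity: 1.35 nM GST-tagged NR2E3 final | Medium: Tris pH 7.5 | Also added: 7 nM biotin-RetCOR | Dosing: Compound at 4.8 µM, single dose | Timing: 5 h at 4 °C | Detection: Time-resolved FRET | Read-out basis: Percent inhibition | Benchmarks: Biotin wells as high control, 0.6% DMSO wells as low control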
C8 TRAIL sens: sensitizes caspase-8 expressing cells to TRAIL. inhibition (viability loss, TRAIL sensitization), % at 10 µM. hit rate 1% among 360,000. NB7+C8 cells + TRAIL, ATPlite viability luminescence;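 active = compounds causing at least 50% loss of cell viability in the single-dose screen, relative to plate controls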
TRPM1 prom inh: inhibitors of MITF-driven TRPM1 promoter in melanoma cells; SK-MEL-5 TRPM1 promoter luciferase, 24 h; inhibition, % at 12.5 µM; hit rate 0.83% among 330,000;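 active = mean inhibition across replicates of 60% or more, whatever share of single replicates reaches that level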; also: values of inactives mirror those of a sister screen read the other way
iPSC survival up: enhancers of human iPSC single-cell survival; hiPSC single-cell survival, ATPlite luminescence; 100% = ROCK inhibitor wells, 0% = DMSO; survival enhancement, % at 20 µM; hit rate 0.044% among 360,000; in the data active = survival enhancement above about 18%;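 also: cells exposed to compounds for 16 hours before the ATP read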
Shn3 inh set2: reduces Shn3 3'UTR luciferase signal in osteoblasts; inhibition, % at 12.5 µM; Clone20 osteoblast Shn3 3'UTR firefly luciferase, 24 h; hit rate 0.52% among 360,000;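 active = mean inhibition of at least 75% with every replicate also reaching 75%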;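 also: 0% = median of neutral control wells and 100% = pilot-screen positive control compound; some compounds past the cut are filed as inactive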
* marks the source's active call; other numbers are inactive results; · = no result given. This is a subset; the hit share may differ from the screen's.

1. O=C(Cn1cc([N+](=O)[O-])cn1)NCc1cc2ccccc2[nH]1
2. CC(Nc1ccc(N2CCOCC2)cc1)C(=O)N1c2ccccc2CC1C (centres undefined)
3. C/C(CC(=O)Nc1cccc2c1CCCC2)=N\NC=O
4. Cc1cc(OCC(=O)NCC2CCC(C(=O)O)CC2)c2c(C)c(C)c(=O)oc2c1 (centres undefined)
5. CCOC1CS(=O)(=O)CC1OCC (centres undefined)
6. Cc1nn(-c2ccccc2)c2nc(-c3ccncc3)cc(C(=O)NCc3ccco3)c12
7. O=C(c1ccc2c(=O)n(Cc3ccccc3Cl)c(=S)[nH]c2c1)N1CCOCC1
8. Cc1cccc(NS(=O)(=O)c2ccc(C)c(C(=O)NCC(c3ccccc3)N(C)C)c2)c1 (centres undefined)
Compound	1	2	3	4	5	6	7	8
CF NFkB block	6	-1	-7	-7	10	4	7	18
Peg3 promoter	4	5	19	4	5	22	5	2
NR2E3 ag-1	-10	-14	5	-4	8	7	5	9
KKLEB cytotox	-9	-4	-6	-1	2	-14	-11	1
EBV LMP1 NFkB	-1	0	-4	-5	5	-20	5	4
HIF-2a block	15	-6	17	3	10	21	8	2
NR2E3 ag-2	1	-1	5	-1	0	4	1	1
C8 TRAIL sens	-7	-3	2	-2	8	3	20	-6
TRPM1 prom inh	7	25	8	1	3	0	1	-8
iPSC survival up	-0.3	-0.1	0.3	-0.7	-2.2	6.2	-0.5	-0.4
Shn3 inh set2	2	-9	-2	-8	13	7	0	4

9. COC(=O)CN1C(=O)N/C(=C/c2ccccc2OC)C1=O
10. NC1CCCCC1N=Cc1c(O)n(CCc2ccc(F)cc2)c(=O)[nH]c1=O (centres undefined)
11. O=C(Nc1ccc2c(c1)C(=O)c1ccccc1-2)c1ccccc1
12. O=C(CN(CC1CCCO1)C(=O)CNS(=O)(=O)c1ccc(Cl)cc1)NCc1ccco1 (centres undefined)
13. Cc1ccc(NC(=S)/C(=C(\[O-])c2ccc(F)cc2)[n+]2ccccc2)cc1
14. CCN(CC)C(=O)c1c2c(nc3ccccc13)-c1ccccc1CC2
15. COc1ccc(F)c(CN2CCCC(CO)(Cc3cccc(Cl)c3)C2)c1 (centres undefined)
16. CC(C)(C)OC(=O)C[C@H]1C/C=C\C[C@H](CC(=O)NCCO)C(=O)NC[C@H](c2ccccc2)OC1=O
Compound	9	10	11	12	13	14	15	16
CF NFkB block	-14	-3	-16	-15	4	-14	17	3
Peg3 promoter	-9	-2	-308	-13	-64	7	8	-21
NR2E3 ag-1	10	-1	-72	-10	-71	18	-25	9
KKLEB cytotox	6	-5	-37	7	-6	-18	-3	3
EBV LMP1 NFkB	-9	-5	-11	-2	-6	1	-3	1
HIF-2a block	-10	11	-270	1	-136	6	15	10
NR2E3 ag-2	1	·	·	1	0	0	-2	·
C8 TRAIL sens	-4	2	-12	-8	-1	5	-5	-13
TRPM1 prom inh	-5	17	-42	-4	-10	7	3	0
iPSC survival up	0.9	-4.8	-1.5	1.8	-0.3	-2.7	-0.2	-2.1
Shn3 inh set2	-3	5	-15	-13	4	-4	12	-5

17. CC[C@@]1(C(=O)OC)N[C@H](CN(C)C(=O)Nc2ccc(Cl)cc2)[C@@H]2C(=O)N(Cc3ccccc3)C(=O)[C@@H]21
18. CN(C)Cc1c(O)ccc2c(-c3ccccc3)cc(=O)oc12
19. CC1(c2ccccc2)CCC(=O)NC1 (centres undefined)
20. CCOC(=O)C(=O)Nc1ccc(S(=O)(=O)Nc2nccc(C)n2)cc1
21. CC1CN(C(=O)c2c(Br)cnn2C)CC(C)O1 (centres undefined)
22. CC(Nc1ccc2c(c1)OCCO2)C(=O)N1c2ccccc2CC1C (centres undefined)
23. Cc1nc(-n2nnc(CO)c2CO)nc2c1CCC2
24. O=C(COc1ccc(Cl)cc1Cl)N/N=C/CCc1ccccc1
Compound	17	18	19	20	21	22	23	24
CF NFkB block	-4	-5	-23	-30	2	0	1	-10
Peg3 promoter	14	-5	11	-3	-16	-4	11	4
NR2E3 ag-1	18	-8	-25	-21	-29	-11	1	-33
KKLEB cytotox	18	-1	10	9	-8	-6	6	-4
EBV LMP1 NFkB	-15	3	3	-1	2	11	2	4
HIF-2a block	7	3	8	13	11	-7	9	16
NR2E3 ag-2	·	-1	·	·	6	-1	3	-5
C8 TRAIL sens	-15	-2	-13	-3	8	-19	2	2
TRPM1 prom inh	-14	-5	1	·	6	-3	4	-11
iPSC survival up	-0.2	-0.6	6.6	-2.8	4.0	-0.8	-0.7	3.5
Shn3 inh set2	-5	-5	-5	-102	-12	23	9	11

25. Nc1ncnc2c1cnn2C1CCCCC1
26. Cc1ccc(C2c3[nH]c4ccccc4c3C[C@H]3C(=O)N(c4ccccc4C(=O)N4CCC[C@@H]4C(=O)O)C(=O)N23)cc1 (some centres undefined)
27. COc1ccc(-n2ncc3c2CC(C)(C)CC3NC(=O)c2ccoc2C)cc1 (centres undefined)
28. O=C(Nc1ccc(Cl)cn1)c1cccc2c(Br)cccc12
29. CCN(CC)S(=O)(=O)c1ccc(O)c(NC(=O)COc2ccc(S(=O)(=O)N3CCOCC3)cc2)c1
30. CC(C)NC(=S)Nc1ccc(Oc2ccccc2)cc1
31. COc1ccc(C(=Cc2ccccc2[N+](=O)[O-])C(=O)O)cc1
32. Cc1cc(-c2ccc(/C=N/n3cnnc3)o2)ccc1Cl
Compound	25	26	27	28	29	30	31	32
CF NFkB block	8	-30	-12	12	12	-8	10	-3
Peg3 promoter	16	10	13	-57	-4	-56	-31	-67
NR2E3 ag-1	2	-12	-30	-152	-32	-11	-11	-17
KKLEB cytotox	-7	11	-4	-26	-5	-5	-12	0
EBV LMP1 NFkB	6	-4	6	1	-4	-5	-3	-4
HIF-2a block	4	3	-12	-122	9	-64	-126	-32
NR2E3 ag-2	3	-1	-1	7	·	-2	·	4
C8 TRAIL sens	5	-4	-8	38	-12	6	-5	1
TRPM1 prom inh	6	11	0	-17	-1	1	-16	-12
iPSC survival up	-0.3	0.3	-0.5	-0.4	-0.3	-1.7	-4.6	0.9
Shn3 inh set2	-9	-16	16	-9	0	-14	-25	-5

33. Cc1noc(C)c1COc1cccc(C(=O)Nc2ccccc2)c1
34. O=[N+]([O-])c1ccc(Oc2ccc(F)cc2)c2ccncc12
35. CC1CCCC(NC(=O)COC(=O)Cc2ccsc2)C1C (centres undefined)
36. COc1ccc2c(c1OC)C(=O)N1C2SC[C@H]1C(=O)NC1CC1 (some centres undefined)
37. O=C(OCc1cn([C@@H]2C[C@H](c3ccc(Cl)cc3)N(Cc3cccs3)C[C@H]2O)nn1)c1ccccc1
38. C=C(C)COc1ccc2c(C)c(CCC(=O)NC3CC3)c(=O)oc2c1
39. O=C(NCC(O)CO)c1csc(Nc2cccc3ccccc23)n1 (centres undefined)
40. O=C(NCC(O)c1ccc([N+](=O)[O-])cc1)c1cccc(S(=O)(=O)N2CCOCC2)c1 (centres undefined)
Compound	33	34	35	36	37	38	39	40
CF NFkB block	-30	59*	6	1	-20	-16	15	-20
Peg3 promoter	-10	21	11	1	2	-41	16	11
NR2E3 ag-1	4	-47	-20	-3	-21	-16	-5	-11
KKLEB cytotox	-5	-24	8	12	16	7	2	-5
EBV LMP1 NFkB	-4	20	1	-5	3	5	15	-3
HIF-2a block	-44	39	5	12	-2	-69	-1	18
NR2E3 ag-2	3	3	3	1	·	4	-2	-1
C8 TRAIL sens	-7	2	3	-14	8	14	4	-23
TRPM1 prom inh	·	3	-4	3	·	-15	13	-4
iPSC survival up	0.8	4.4	-1.4	-1.4	-1.0	-0.5	-0.1	-0.4
Shn3 inh set2	-8	12	-17	-9	-9	15	4	13

Two records picked at random from the list so far, as already listed:
39. O=C(NCC(O)CO)c1csc(Nc2cccc3ccccc23)n1 (centres undefined)
40. O=C(NCC(O)c1ccc([N+](=O)[O-])cc1)c1cccc(S(=O)(=O)N2CCOCC2)c1 (centres undefined)
Compound	39	40
CF NFkB block	15	-20
Peg3 promoter	16	11
NR2E3 ag-1	-5	-11
KKLEB cytotox	2	-5
EBV LMP1 NFkB	15	-3
HIF-2a block	-1	18
NR2E3 ag-2	-2	-1
C8 TRAIL sens	4	-23
TRPM1 prom inh	13	-4
iPSC survival up	-0.1	-0.4
Shn3 inh set2	4	13

Quoted from the listing.
In KKLEB cytotox, entry 33 has the entry -5
In iPSC survival up, entry 40 has the entry -0.4
In Peg3 promoter, entry 36 has the entry 1
In Shn3 inh set2, entry 34 has the entry 12
In CF NFkB block, entry 38 has the entry -16

Next records.
41. Cc1ccc(-n2cnc3c(=O)[nH]cnc32)cc1[N+](=O)[O-]
42. COCCN(C(=O)COC(=O)CCOc1cccc(C)c1)c1c(N)n(Cc2ccccc2)c(=O)[nH]c1=O
43. Cc1onc(-c2c(Cl)cccc2Cl)c1C(=O)Nc1nccs1
44. O=C(Nc1ncc(Cc2ccccc2)s1)c1cccs1
Compound	41	42	43	44
CF NFkB block	-7	0	-25	8
Peg3 promoter	17	13	16	-155
NR2E3 ag-1	7	-11	14	-152
KKLEB cytotox	6	4	-1	-9
EBV LMP1 NFkB	1	-2	-8	-37
HIF-2a block	3	12	5	-144
NR2E3 ag-2	·	0	-3	4
C8 TRAIL sens	-27	9	10	51*
TRPM1 prom inh	-1	-2	9	-62
iPSC survival up	-3.1	0.2	0.2	-2.8
Shn3 inh set2	9	-5	17	-59

Arranged by molecular weight (low to high): some entries from above
41. Cc1ccc(-n2cnc3c(=O)[nH]cnc32)cc1[N+](=O)[O-]
39. O=C(NCC(O)CO)c1csc(Nc2cccc3ccccc23)n1 (centres undefined)
42. COCCN(C(=O)COC(=O)CCOc1cccc(C)c1)c1c(N)n(Cc2ccccc2)c(=O)[nH]c1=O
Compound	41	39	42
CF NFkB block	-7	15	0
Peg3 promoter	17	16	13
NR2E3 ag-1	7	-5	-11
KKLEB cytotox	6	2	4
EBV LMP1 NFkB	1	15	-2
HIF-2a block	3	-1	12
NR2E3 ag-2	·	-2	0
C8 TRAIL sens	-27	4	9
TRPM1 prom inh	-1	13	-2
iPSC survival up	-3.1	-0.1	0.2
Shn3 inh set2	9	4	-5

Screening results from PubChem BioAssay.
